# Screening results: PubChem, National Center for Advancing Translational Sciences (NCATS)
# MmCpn inh: blocks the Methanococcus maripaludis chaperonin Mm-Cpn | Potency, µM (highest dose often 76.9 µM), for inactives: at the top dose activity, negative = inhibition, usual class: inhibitors | AID 504842 | 330,000 tested, 0.031% active | purified Mm-Cpn ATPase, ADP Transcreener TR-FRET; further: potency means the concentration at half of the fitted maximal effect; on the % scale 0 is the no-effect control and ±100 the full control effect; nearly all actives have a fitted effect of over 80% in size
#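 TR-FRET (320 nm excitation; 590 and 665 nm emission) reports ADP made from 10 uM ATP by 25 nM enzyme; compounds were preincubated 10 min, reaction run 30 min, both at 37°C.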
# HepG2 viability: counter-screen for TGF-b inhibitors: cytotoxicity in HepG2 cells; 410,000 tested, 0.76% active; Potency, µM (top dose mostly 46.1 µM), for the others: top-dose activity change, negative = cytotoxicity, most hits filed as cytotoxic; HepG2 CAGA-GFP viability, ATP luminescence, 18 h; further: potency means the concentration at half of the fitted maximal effect; some results filed as inactive show a strong effect at the top dose
#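 HepG2 CAGA-GFP cells (1000/well, DMEM with 1% FBS) received compound, then TGF-beta at 500 pg/mL final, and were incubated 18 hours at 37 degrees C. Viability was read by CellTiter-Glo luminescence. Media-only wells were set as complete cell-killing and DMSO as no toxicity.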
# TGFb inhibitor: TGF-b pathway inhibition | HepG2 CAGA-GFP TGF-b/SMAD3 reporter, GFP fluorescence, 18 h; TGF-beta stimulated, 500 pg/mL final | Potency, µM (titrated, usually from 46.1 µM), for inactives: at the top dose activity, negative = inhibition, usual class: inhibitors | 410,000 tested, 1.2% active; further: potency means the concentration at half of the fitted maximal effect; on the % scale 0 is the no-effect control and ±100 the full control effect; nearly all actives have a fitted effect of over 65% in size
#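 Smad-responsive CAGA-GFP expression was quantified in HEPG2 cells exposed to compounds and 500 pg/mL final TGF-beta for 18 h at 37 degrees C; unstimulated wells defined full inhibition.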
# Nrf2 inh: inhibitors of Nrf2 signaling; A549 ARE-Fluc reporter, luciferase luminescence, 18-24 h; Potency, µM (series often up to 46 µM), for inactives: at the highest dose activity change, negative = inhibition, usual class: inhibitors; 360,000 tested, 2.1% active; AID 504444; further: potency means the concentration at half of the fitted maximal effect; on the % scale 0 is the no-effect control and ±100 the full control effect; nearly all actives have a fitted effect of over 60% in size
#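 Concentration-response testing used A549 ARE_Fluc cells at 5000 cells/well. Following an 18-24 h compound incubation, viability was read by fluorescence (Ex 405/Em 525) and luciferase output by luminescence.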
# pAkt inh: blocks phosphorylation of Akt; Neuro2A IGF-stimulated pAkt S473 HTRF, 20 min; hits give low values; activity change, % for hits at 50 µM; 360,000 tested, 0.32% active; AID 651550; in the data active means activity change below about -80%; inconclusive means mostly about -51% to -80%; further: on the % scale 0 is the no-effect control and ±100 the full control effect
#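 Neuro2A cells (4,500/well, DMEM with 0.5% FBS) were treated with compound at a single 50 µM final concentration, stimulated with 6 nM IGF for 20 min at 37 °C, and lysed. Phospho-Akt Ser473 was read by HTRF as 665/615 ratio ×10^4.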
# CCT chaperon mod: modulators of cytosolic chaperonin (CCT/TRiC) activity; 360,000 tested, 0.3% active; purified chaperonin ATPase assay, HTRF ADP detection, 30 min; activity change, % (test concentration not listed), hits read low; in the data active means activity change below about -30%; further: on the % scale 0 is the no-effect control and ±100 the full control effect
#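 Enzyme 40 or 20 nM (batch-dependent) in Tris pH 7.4/KCl/MgCl2/DTT; cpd 76 uM single point; ATP 10 uM; 30 min 37 °C; Transcreener ADP HTRF detection, 30 min RT; ratio 665/615.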
# Nrf2 ARE act: activators of Nrf2 (ARE) signaling; AREc32 ARE-luciferase reporter (MCF7-derived line), luminescence, 24 h; Potency, µM (highest dose often 46.1 µM), without a hit: at the highest dose activation, hits mostly activators; 410,000 tested, 0.31% active; further: potency means the concentration at half of the fitted maximal effect; % of control where 0% means no effect; nearly all actives have a fitted effect of over 65% in size
#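 Cells of the AREc32 ARE-luciferase line are plated in OPTI-MEM containing 5% FBS and left overnight at 37 deg C. Compounds are pinned in, incubation continues 24 hr, and firefly luciferase signal is then measured.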
# A549 tox: A549 cytotoxicity, counter-screen for Nrf2 inhibitors; A549 ARE-Fluc cells, CellTiter-Fluor viability, 18-24 h; 390,000 tested, 0.16% active; Potency, µM (highest dose often 46 µM), without a hit: top-dose activity change, negative = cytotoxicity, usual class: inhibitors; AID 504648; further: potency means the concentration at half of the fitted maximal effect; on the % scale 0 is the no-effect control and ±100 the full control effect
#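 A549 ARE-Fluc cells in 5% FBS OPTI-MEM, 5000 cells/well, rested 2 h then exposed to compounds in concentration-response for 18-24 h at 37 °C. Viability by CellTiter-Fluor fluorescence (Ex 405/Em 525) after 30 min; luciferase luminescence (BugLite, 15 min, RT) read afterwards.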
# Abeta yeast res: restores growth of yeast expressing A-beta42 peptide. Potency, µM (highest dose often 46.1 µM), for the others: at the highest dose growth rescue, hits mostly activators. yeast expressing A-beta42, growth rescue, OD600, 48 h; response scale: 0% DMSO, 100% iron-clioquinol control. 410,000 tested, 0.063% active; further: potency means the concentration at half of the fitted maximal effect; nearly all actives have a fitted effect of over 55% in size
#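 Yeast growth medium received pinned compounds, then yeast cells expressing toxic A-beta were added; plates incubated at 30 C for 48 hr. Growth read as absorbance at 600 nm, normalized to DMSO and equimolar FeCl3 plus clioquinol controls.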
# Starred values were filed as active, the others as inactive; i = inactive; ? = inconclusive; . = not tested or not shown; [ ] = another dose, or the depositor's remark. Unless noted, the call rests on the fitted dose curve; in most records, active means well fitted curve in the direction sought with a large enough effect; inconclusive means small, poorly fitted or top-dose-only effect, or another doubt; inactive means no such curve, though single readings can be large; an effect the other way counts as inactive or inconclusive.
entry	SMILES	MmCpn inh	HepG2 viability	TGFb inhibitor	Nrf2 inh	pAkt inh	CCT chaperon mod	Nrf2 ARE act	A549 tox	Abeta yeast res
1	CN(C)CCCN(Cc1ccccc1)C(=S)Nc1ccc(SC(F)F)cc1	-10%	-37%	?	13%	i	-1.9	5.7%	-3%	15%
2	Cc1cccc(-c2nc(CCNC(=O)c3ccccc3Br)cs2)c1	.	-8%	?	.	.	.	-0.9%	7%	-18%
3	CCc1c(C)n([O-])c2c([n+]1=O)CCC2	1%	10%	?	.	i	2.5	-0.8%	2%	-15%
4	O=C(Nc1ccccc1N1CCCCC1)c1ccc(Cl)c([N+](=O)[O-])c1	1%	0%	0%	?	i	-4.8	21%	-27%	-1%
5	COc1cccc(C(C(=O)NC2CCCC2)N(Cc2ccc(C)cc2)C(=O)c2ccco2)c1OC (centres undefined)	-12%	3%	1%	-22%	i	2.0	4.2%	-11%	24%
6	COc1ccc(Cl)cc1N1C(=O)C2CCCN2C1c1sccc1C (centres undefined)	1%	-11%	-12%	-17%	i	-0.1	0.6%	-3%	0%
7	COc1ccc([C@H]2CC(=O)C=C(c3c(OC)cccc3OC)C2)cc1	0%	-20%	-6%	?	i	-0.7	2.9%	-1%	5%
8	O=C(CCNS(=O)(=O)c1ccccc1C(F)(F)F)N1CCN(c2ccccc2O)CC1	-2%	-4%	-2%	-2%	i	-2.7	-0.1%	0%	0%
9	CC(=NN1CC(=O)NC1=O)c1ccc([N+](=O)[O-])o1	.	-7%	3%	?	i	-1.6	15%	-18%	-55%[inhibitor]
10	CCn1c(SCC(=O)Nc2ccc3c(c2)OCO3)nc2c(c1=O)SC(C)C2 (centres undefined)	-1%	-7%	-1%	-12%	i	1.1	-0.2%	-2%	-14%
11	COc1ccc(C(=O)Nc2cccc(C(C)=O)c2)cc1S(=O)(=O)N1CCOCC1	-1%	-45%	-2%	12%	.	-1.0	7.7%	8%	-5%
12	O=C(CSc1ccc(S(=O)(=O)N2CCCCC2)cn1)Nc1ccccc1Br	-22%	-18%	?	?	i	0.3	-0.4%	6%	23%
13	Cc1cc(=O)oc(C)c1C(=O)Nc1c(C)n(C)n(-c2ccccc2)c1=O	0%	-1%	9%	3%	i	1.8	-0.4%	0%	-4%
14	O=c1nc2ccccc2c(NS(=O)(=O)c2ccc(Cl)cc2)n1-c1ccccc1	1%	-1%	2%	9%	i	-0.2	3.4%	3%	14%
15	CCOC(=O)c1ccc(N2C(=O)c3n[nH]c(-c4ccco4)c3C2c2cccc(F)c2)cc1 (centres undefined)	.	16µM*	?	21µM*	.	.	-3.2%	?	-15%
16	Cc1c(C(=O)O/N=C(\N)c2ccccn2)cccc1[N+](=O)[O-]	-1%	10%	35%[activator]	?	i	0.9	?	?	-29%
17	Cc1ccc(-n2c(C)cc(C)c(C#N)c2=O)cc1C	2%	-3%	5%	-14%	i	1.2	-0.5%	-13%	-4%
18	CC(=O)Nc1ccc(S(=O)(=O)NCC(=O)OCc2ccccc2)cc1	-2%	-43%	-9%	13%	i	-0.2	2.3%	0%	-13%
19	CSc1nc(C(=O)N2CCCC(Nc3ccc(C)c(C)c3)C2)cs1 (centres undefined)	-6%	0%	-5%	-15%	i	0.6	0.7%	-13%	3%
20	c1cc(-c2noc(CCC3CCCC3)n2)ccn1	-1%	-18%	1%	4%	i	0.5	2.4%	-11%	10%
21	CC(=O)c1ccc(S(=O)(=O)N(C)CCCC(=O)N(C)Cc2c(F)cccc2Cl)cc1	-2%	-3%	-16%	-16%	i	1.2	-0.1%	1%	5%
22	CCN(CC)C(=O)C(Cc1ccccc1)N1C(=O)c2ccccc2C1=O (centres undefined)	2%	-2%	25%	6%	i	2.4	6.2%	-2%	28%
23	COc1ccc(S(=O)(=O)NNS(=O)(=O)c2ccc(OC)c(OC)c2)cc1OC	.	-47%	?	.	i	-0.3	-0.4%	.	-20%
24	CC(C)Cn1c(N)c(C(=O)COC(=O)C2=COCCO2)c(=O)n(C)c1=O	0%	-2%	2%	-22%	i	1.0	-0.7%	5%	2%
25	CC(=O)NC(CC(=O)NCc1ccncc1)c1ccccc1 (centres undefined)	-5%	0%	-14%	-29%	i	-0.3	0.3%	-1%	5%

# Next section (two carried over from the part before).
entry	SMILES	MmCpn inh	HepG2 viability	TGFb inhibitor	Nrf2 inh	pAkt inh	CCT chaperon mod	Nrf2 ARE act	A549 tox	Abeta yeast res
24	CC(C)Cn1c(N)c(C(=O)COC(=O)C2=COCCO2)c(=O)n(C)c1=O	0%	-2%	2%	-22%	i	1.0	-0.7%	5%	2%
25	CC(=O)NC(CC(=O)NCc1ccncc1)c1ccccc1 (centres undefined)	-5%	0%	-14%	-29%	i	-0.3	0.3%	-1%	5%
26	O=c1ccc(C(F)(F)F)cn1Cc1cc(=O)n2ccsc2n1	4%	-62%	7%	2%	i	-1.6	-0.4%	4%	15%
27	Cc1ccc(-n2nc3c(=O)n(C(C)C(=O)NCCc4cccs4)nc(C)c3c2C)cc1 (centres undefined)	-6%	-23%	?	12µM*	i	-2.5	3.1%	-12%	5%
28	Cc1nn(C)c(C)c1S(=O)(=O)N(CC(=O)Nc1ccc2c(c1)OCO2)c1ccc(C(C)C)cc1	0%	-11%	?	-5%	i	0.4	-1.1%	-6%	-15%
29	Fc1cccc(Nc2ncnc3[nH]ncc23)c1	1%	-18%	?	?	i	-2.1	-0.2%	-5%	3%
30	O=C(O)c1cccc(S(=O)(=O)N(Cc2ccccc2)c2ccccc2)c1	2%	18%	14%	1%	i	0.7	-0.2%	-1%	3%
31	CC(C)(C)NC(=O)CCc1ncc(C(F)(F)F)cc1Cl	-6%	-4%	27%	6%	i	-0.3	-0.4%	6%	-1%
32	O=C(N/N=C/c1ccccn1)c1cc(C2CC2)[nH]n1	-5%	1%	5%	?	i	-0.2	-0.8%	-12%	1%
33	COc1ccc(-c2csc(N3CCC(C(N)=O)(N4CCCCC4)CC3)n2)cc1	-2%	-12%	-28%	?	i	-4.6	-0.3%	-10%	-13%
34	CCOC(=O)C1CCN(C(=O)COc2ccc(N(C)S(=O)(=O)c3cccs3)cc2)CC1	1%	7%	?	16%	i	-1.7	-0.2%	2%	8%
35	O=C(CSc1nnc(Nc2ccccc2F)s1)Nc1cccc(S(=O)(=O)N2CCCCC2)c1	-1%	-3%	?	?	i	-0.5	2.8%	?	16%
36	CCCCOc1nc2ccccc2nc1NS(=O)(=O)c1ccc(F)cc1	3%	-25%	9%	-21%	i	-1.0	-0.2%	2%	4%
37	CCCCC(CC)C(=O)Nc1ccc(C)c(O)c1 (centres undefined)	4%	4%	4%	-6%	i	-0.4	-0.5%	-5%	-11%
38	COc1ccc(N2C3=C(C(=O)CC(C)(C)C3)C(c3cnn(C)c3)C3=C2CC(C)(C)CC3=O)cc1	-2%	3%	1%	-15%	i	2.3	-0.2%	0%	9%
39	COc1ccc(OC)c(CCNC(=O)CCn2ccc3cc(S(=O)(=O)N4CCCC4)ccc32)c1	-2%	-30%	?	?	i	-3.4	0.3%	-7%	5%
40	Cc1csc(SCC(=O)Nc2ccc3[nH]c(=O)[nH]c3c2)n1	0%	0%	-10%	13%	i	0.3	0.6%	-1%	0%
41	CCC(C#CCN1CCOCC1)(CC)OCCC#N	-1%	16%	-26%	12%	.	0.3	-0.1%	3%	-3%
42	CCCCN(C)C(=O)c1cc2cc3cc(OC)ccc3nc2o1	1%	-9%	2%	-6%	i	-0.2	-0.1%	-5%	-21%
43	COc1ccc(S(=O)(=O)N2CCc3ccccc32)cc1NC(C)=O	1%	-1%	-9%	4%	i	-1.3	0.0%	-4%	-7%
44	CCOc1ccccc1NC(=O)COC(=O)c1ccc2ccccc2n1	3%	-2%	1%	16%	i	-4.2	0.3%	-1%	3%
45	Cc1ccc(Cl)cc1-c1cc(C(=O)NCC2CCCCC2)[nH]n1	.	-5%	8%	.	i	1.2	0.1%[9.22 µM]	.	4%
46	CC(C)(C)OC(=O)NCCCCCNC(=O)c1nc[nH]c1C(=O)NCC(=O)OCc1ccccc1	2%	-12%	-6%	-28%	i	0.9	-0.7%	-26%	2%
47	O=C(c1ccccc1Br)N1CCc2c([nH]c3ccccc23)C1	2%	-24%	?	3%	i	1.4	-0.4%	1%	14%
48	Cc1cccc(-c2nc(=S)c3c(n2Cc2ccco2)CCCC3)c1	-9%	-2%	-7%	6%	?	0.8	8.5%	-12%[1.84 µM]	8%
49	Cc1sc2nc(C(C)C)oc(=O)c2c1C	-2%	1%	1%	2%	i	0.6	0.2%	-5%	23%
50	O=C(CSc1nc2c(c(C(F)(F)F)n1)CCc1ccccc1-2)NCc1ccccc1	?	6%	-1%	10%	i	-2.9	-0.2%	-2%	-1%
51	O=C(NCCN1C(=O)S/C(=C\c2ccc(Cl)c(Cl)c2)C1=O)c1ccc2c(c1)C(=O)N(Cc1ccncc1)C2=O	2%	-15%	-7%	-4%	i	-0.2	2.3%	5%	21%
52	O=C(CSCc1cccc(Br)c1)NC1CC1	3%	19%	20%	2%	i	-2.2	0.5%	2%	10%
53	CCOC(=O)C1CCN(C/C=C/c2ccccc2OC)CC1	0%	-1%	2%	.	i	-1.7	-1.3%	7%	7%

# A different layout for 2 compounds above.
53. CCOC(=O)C1CCN(C/C=C/c2ccccc2OC)CC1
34. CCOC(=O)C1CCN(C(=O)COc2ccc(N(C)S(=O)(=O)c3cccs3)cc2)CC1

screen / no.	53	34
MmCpn inh	0%	1%
HepG2 viability	-1%	7%
TGFb inhibitor	2%	?
Nrf2 inh	.	16%
pAkt inh	i	i
CCT chaperon mod	-1.7	-1.7
Nrf2 ARE act	-1.3%	-0.2%
A549 tox	7%	2%
Abeta yeast res	7%	8%
